Source: PubChem BioAssay
RT RNaseH block = inhibitors of HIV-1 reverse transcriptase RNase H | 65,000 tested, 1.9% active | RT-RNase H RNA/DNA duplex cleavage, fluorescence | inhibition, % at 10 µM | AID 565 | P04585; in the data active = inhibition above about 50%
RmlCD inh mix = mixture blocks RmlC and RmlD coupled enzyme activity. RmlC/RmlD coupled enzyme inhibition, 384-well mixture HTS. inhibition, % at 5.5 µM. 110,000 tested, 0.39% active; in the data active = inhibition above about 30%, passing the limit was not always enough; note: strong numbers were not always called active
Numbers without * were called inactive; x = no result given. Only part of the results is shown (hit frequency here may not be typical).

SMILES	RT RNaseH block	RmlCD inh mix
COC(=O)C1=C(c2cccc(OC)c2OC)C[C@@H]2CC[C@H]1N2C(=O)NCCS(C)=O (some centres not stated)	x	12
COCCCN(C(C)=O)c1nc(-c2ccc(OC)cc2)cs1	-27	2
CCC(=O)c1cn(Cc2ccccc2C#N)c2ccccc12	-42	11
Nc1[nH]nc2nc(NCc3ccccc3)c3c(c12)CCN(Cc1ccccc1)C3	2	x
C=CCn1cc(C(=O)NCCCOCC)c(=O)c2cc(S(=O)(=O)N(CC)CC)ccc21	7	-8
CCOC(=O)Cc1csc(NC(=O)c2ccco2)n1	-6	-13
O=C(c1ccccc1)c1ccc2ccccc2n1	x	-6
COc1cc(NC(=O)CSc2nnc(C)s2)cc(OC)c1	2	6
Cc1cc(C)c2nc(SCc3ccc([N+](=O)[O-])cc3)nc(C)c2c1	x	8
CCOc1cccc(OCCCCN2CCCCC2)c1	4	14
COC(=O)CN(c1ccccc1)S(=O)(=O)c1ccc(F)cc1	-6	-12
C(=C\c1cccc2ccccc12)/c1nnc(-c2cccs2)o1	x	-27
O=c1c2nnn(Cc3ccccc3)c2ncn1-c1ccccc1	1	-6
Cc1cc(C)n(-c2ccc(C(=O)N3CCc4ccccc43)cc2)n1	-7	-8
COc1ccc(-c2nnc(SCC(=O)NCc3ccco3)o2)cc1	0	-6
CCCCN1C(=O)/C(=C2\SC(N3CCCCC3)=NC2=O)c2ccccc21	86*	-21
CCN(CC(=O)NC1CCS(=O)(=O)C1)c1nc(-c2ccccc2)nc2ccccc12 (configuration not stated)	-2	2
O=C(c1ccc(N2CN(C(=O)c3ccco3)c3nc4ccccc4nc32)cc1)N1CCOCC1	-9	2
CCOC(=O)N1CCN(S(=O)(=O)c2ccc(C)cc2)C1c1ccccc1 (configuration not stated)	-5	8
CCOC(=O)NC(Nc1ncccn1)(C(F)(F)F)C(F)(F)F	-3	-16
CC(SCc1ccccc1)C(=O)NN=C1CCN(C)CC1 (configuration not stated)	x	15
COc1ccc2cc(C3(C)NC(=O)N(CC(=O)NCc4ccco4)C3=O)ccc2c1 (configuration not stated)	11	14
COCCNC(=O)c1c(CSc2ccccc2)noc1C(=O)NCc1ccccc1	x	9
O=C(Cn1c(-c2cncs2)nc2ccccc21)NCCc1ccccc1	-1	-6
CC(C)(C)c1cc(CN2CCC(O)CC2)cc(C(C)(C)C)c1O	x	0

The last two compounds of the section before lead into the next.
SMILES	RT RNaseH block	RmlCD inh mix
O=C(Cn1c(-c2cncs2)nc2ccccc21)NCCc1ccccc1	-1	-6
CC(C)(C)c1cc(CN2CCC(O)CC2)cc(C(C)(C)C)c1O	x	0
CCc1ncc(C(O)c2cccc3ccccc23)n1C (configuration not stated)	-3	-3
OC1CCN(c2ncnc3nc[nH]c23)CC1	-8	-9
CCOC(=O)c1[nH]c2ccc(OC)cc2c1NC(=O)CN1CCc2ccccc2C1	x	-20
CCC(=O)NCCc1c[nH]c2ccccc12	x	2
Cc1cnc(C(=O)Nc2ccc(C(=O)N(C)C3CCCCC3)cc2)cn1	-4	x
Clc1ccc(Cl)c(OCc2cc(-c3ccccc3Cl)on2)c1	x	-13
CCOc1ccc(CC(=O)NCc2cn3c(C)csc3n2)cc1	-13	6
COc1ccc(C2/C=C\CN(C(=O)C3CCCC3)[C@H](Cc3ccccc3)C(=O)N2Cc2ccc(F)cc2)cc1 (some centres not stated)	x	8
CCOc1nc(OCC)nc(N2CCC(C)CC2)n1	-12	-94
COc1ccc(NC(=O)C2CC(c3cc(OC)c(OC)c(OC)c3)=NO2)cc1OC (configuration not stated)	-5	3
CCCCC(c1nnnn1CCOC)N1CCN(c2cccc(OC)c2)CC1 (configuration not stated)	-16	14
Cc1oc(-c2ccccc2F)nc1CS(=O)CC(=O)N1CCC2(CC1)OCCO2 (configuration not stated)	0	2
O=C(c1cc(S(=O)(=O)N2CCOCC2)ccc1F)N1CCC2(CC1)OCCO2	7	3
O=C(O)C1CCCCC1C(=O)Nc1ccccn1 (configuration not stated)	-4	2
O=C(O)c1cc(O)ccc1-c1ccc(O)cc1	-3	-9
CC1CCN(CC(O)COCCC23CC4CC(CC(C4)C2)C3)CC1 (configuration not stated)	x	-3
CCCn1nc(NC(=O)CC(C)C)c2cc3ccccc3nc21	10	-11
CC(=O)c1c(C)n(-c2ccccc2)c2ccc(O)cc12	-20	-1
COCCNS(=O)(=O)c1ccc2c(c1)C(=O)c1cc(S(=O)(=O)NCCOC)ccc1-2	5	-12
CCc1ccccc1N1C(=O)C2CC=CCC2C1=O (configuration not stated)	-3	-3
Cn1cccc1Cc1nnc(SCC(=O)NC2CCCC2)n1CCc1ccccc1	-10	-10
COc1ccc2c(c1)CC1(CN2C)C(=O)NC(=O)N(CCc2ccccc2)C1=O (configuration not stated)	-8	2
Cc1nc2nc(CSc3nnc(C)s3)cc(=O)n2[nH]1	14	15
Cn1ncc(Cl)c1C(=O)Nc1cc(C(F)(F)F)ccc1F	x	7
CCCCOc1ccc(C(=O)NC)cc1	-2	16

The listing continues.
SMILES	RT RNaseH block	RmlCD inh mix
Cc1ccc(-c2cccc(NC(=O)C3C4C=CC(C4)C3C(=O)O)c2)o1 (configuration not stated)	x	-2
COCc1[nH]nc2c1C(c1sccc1C)C(C#N)=C(N)O2 (configuration not stated)	-17	x
Cc1cccc(CCNS(=O)(=O)c2ccc(S(=O)(=O)NC3CCCC3)cc2)c1	x	9
Cn1ncc(C#N)c1/N=C/N1CCCC1	x	0
Cc1ccc(S(=O)(=O)N2CC=C(C(=O)NCc3ccccc3)CC2)cc1	x	7
Cc1ccccc1N/N=C/c1ccc(N2CCOCC2)cc1	x	-10
COc1ccccc1CN(CC(=O)NCC1CCCO1)C(=O)CNS(=O)(=O)c1ccc(C)cc1 (configuration not stated)	-5	8
CC(C)CCNC(=O)COC(=O)c1ccc(Br)o1	x	-28
Cc1cc(NC(=O)Cn2c(=O)c3c(ncn3CCC(C)C)n(Cc3ccccc3)c2=O)no1	-4	8
CC1CC(C)CN(C(=O)C(NS(=O)(=O)c2ccc3c(c2)oc(=O)n3C)C(C)C)C1 (configuration not stated)	-4	6
Cc1nc(SCC(=O)NCc2ccc3c(c2)OCO3)c(C#N)c2c1CCCC2	-22	4
c1cc(C2CCCCC2)ccc1Oc1nc(N2CCOCC2)nc(N2CCOCC2)n1	-9	-7
OC(c1cccs1)c1nccc2ccccc12 (configuration not stated)	-44	6
C#CCOCCOCCOCCNc1nc(N2CCN(C(=O)[C@H]([C@@H](C)CC)n3cc([C@@H](N)Cc4ccc(O)cc4)nn3)CC2)nc(N2CCN(C(=O)[C@H]([C@@H](C)CC)n3cc([C@@H](N)Cc4ccc(O)cc4)nn3)CC2)n1	x	-4
Nc1c(Cl)cc(-c2csc(N3CCCC3c3nc4cc(Cl)c(Cl)cc4n3CCCO)n2)cc1Cl (configuration not stated)	x	2
CC(C)(C)c1nc(N2CCN(C(=O)c3ccco3)CC2)c2nnn(Cc3ccccc3)c2n1	x	5
C/C(=N/NC(=O)c1cc(C(C)C)[nH]n1)c1cccs1	x	-5
CSc1nc2ccccc2n1CC(=O)Nc1ccc(C)c(C)c1	-1	x
COc1cc(OC)c(-c2nc3c[n+](CC(=O)c4ccccc4)ccc3n2C)cc1OC	x	-34
Cc1nc2oc3ccccc3c(=O)c2c(=O)n1Cc1ccccc1	-4	-8
CCOC(CNC(=O)c1ccc2c(c1)nc(C)n2-c1cccc(F)c1)OCC	x	6
O=C(O)c1cnn2c(C(F)(F)F)cc(-c3ccco3)nc12	-4	2
CN(C1CCCCC1)S(=O)(=O)c1ccc2c(c1)c(=O)c(C(=O)NCCCN1CCCC1)cn2C	-3	6
CCCN(CCC)CC(O)COc1ccc([N+](=O)[O-])cc1 (configuration not stated)	x	-1
COc1cc(C2Nc3cccc4cccc(c34)N2)cc(OC)c1OC(C)=O	28	x

Carrying on.
SMILES	RT RNaseH block	RmlCD inh mix
C/C=C(\C)C(=O)Nc1cccc(C2=NOC3(C2)C[C@H](C(N)=O)N(C(=O)c2cc([N+](=O)[O-])cc([N+](=O)[O-])c2)C3)c1 (some centres not stated)	x	5
O=c1c2ccccc2ncn1CCCSc1ccc(Cl)cc1	x	-11
Cc1ccc(-n2nc(C(=O)N/N=C/c3cccc(C(F)(F)F)c3)c3ccccc3c2=O)cc1C	x	18
Cc1cc(C)nc(-n2nc(C)cc2NC(=O)CNC2CCCCC2)n1	x	-11
CC(C)NS(=O)(=O)c1ccc(OCC(=O)N2CCCC2)cc1	x	-10
O=C(Cc1ccccc1)Nn1cnc2ccccc21	-21	158
O=C(Cn1nnc2ccccc21)C1CC1	-8	-7
Cc1ccc(NC2=NC(c3ccc(O)cc3)n3c(nc(C)cc3=O)N2)cc1 (configuration not stated)	2	-12
CSc1ccc(CNc2cccc3ccccc23)cc1	x	-62
CC(C)OCCCn1c(=NC(=O)c2ccncc2)c(C#N)cc2c(=O)n3ccccc3nc21	-2	115*
Cc1nn(S(=O)(=O)c2cccs2)c(C)c1Sc1ccc([N+](=O)[O-])cc1	x	-6
CCCc1sc(N/N=C/c2ccccn2)nc1-c1ccc(Br)cc1	x	-10
CCO[C@@H]1OC(C(=O)NCc2ccccc2)=C[C@H](c2ccc3c(c2)OCO3)[C@H]1CCCO	x	11
O=C(Cc1nn[nH]n1)NCCC1=CCCCC1	-4	-245
CC(c1ccco1)N(C(=O)COc1ccc(Cl)cc1)c1ccccn1 (configuration not stated)	-3	-10
Cc1ccccc1NC(=S)NCc1cccs1	x	5
O=C(NC1CC2CCC(C1)N2Cc1ccco1)c1ccccc1 (configuration not stated)	x	44
CCOC(=O)N1CCN(c2ncnc3nc[nH]c23)CC1	-9	6
Cc1cc(OC(C)C)nc(NCc2ccccc2)n1	x	6
CC(C)[C@H](NC(=O)OCc1ccccc1)C(=O)OCC(=O)NC1CCCCC1	x	-9
Cc1cccc(NC(=O)CS(=O)(=O)c2cn(C)c3ccccc23)c1	-3	9
CS(=O)(=O)N(CC(=O)N1CCN(Cc2ccccc2)CC1)C1CCCCC1	-1	7
Cn1c(C(=O)NCCCN2CCN(c3cccc(Cl)c3)CC2)cc2c(=O)n(C)c3ccccc3c21	11	13
Cc1cc(C)c2[nH]c(=O)c(CN(Cc3ccco3)C(=O)c3cccs3)cc2c1	x	7
COC(=O)c1cc(OC)cc(O)c1C(=O)c1c(O)cc(C)cc1O	x	-1

A stretch taken from the entries so far, for reference:
SMILES	RT RNaseH block	RmlCD inh mix
C/C=C(\C)C(=O)Nc1cccc(C2=NOC3(C2)C[C@H](C(N)=O)N(C(=O)c2cc([N+](=O)[O-])cc([N+](=O)[O-])c2)C3)c1 (some centres not stated)	x	5
O=c1c2ccccc2ncn1CCCSc1ccc(Cl)cc1	x	-11
Cc1ccc(-n2nc(C(=O)N/N=C/c3cccc(C(F)(F)F)c3)c3ccccc3c2=O)cc1C	x	18
Cc1cc(C)nc(-n2nc(C)cc2NC(=O)CNC2CCCCC2)n1	x	-11
CC(C)NS(=O)(=O)c1ccc(OCC(=O)N2CCCC2)cc1	x	-10
O=C(Cc1ccccc1)Nn1cnc2ccccc21	-21	158
O=C(Cn1nnc2ccccc21)C1CC1	-8	-7
Cc1ccc(NC2=NC(c3ccc(O)cc3)n3c(nc(C)cc3=O)N2)cc1 (configuration not stated)	2	-12
CSc1ccc(CNc2cccc3ccccc23)cc1	x	-62
CC(C)OCCCn1c(=NC(=O)c2ccncc2)c(C#N)cc2c(=O)n3ccccc3nc21	-2	115*
Cc1nn(S(=O)(=O)c2cccs2)c(C)c1Sc1ccc([N+](=O)[O-])cc1	x	-6
CCCc1sc(N/N=C/c2ccccn2)nc1-c1ccc(Br)cc1	x	-10
CCO[C@@H]1OC(C(=O)NCc2ccccc2)=C[C@H](c2ccc3c(c2)OCO3)[C@H]1CCCO	x	11
O=C(Cc1nn[nH]n1)NCCC1=CCCCC1	-4	-245
CC(c1ccco1)N(C(=O)COc1ccc(Cl)cc1)c1ccccn1 (configuration not stated)	-3	-10
Cc1ccccc1NC(=S)NCc1cccs1	x	5
O=C(NC1CC2CCC(C1)N2Cc1ccco1)c1ccccc1 (configuration not stated)	x	44
CCOC(=O)N1CCN(c2ncnc3nc[nH]c23)CC1	-9	6
Cc1cc(OC(C)C)nc(NCc2ccccc2)n1	x	6
CC(C)[C@H](NC(=O)OCc1ccccc1)C(=O)OCC(=O)NC1CCCCC1	x	-9
Cc1cccc(NC(=O)CS(=O)(=O)c2cn(C)c3ccccc23)c1	-3	9
CS(=O)(=O)N(CC(=O)N1CCN(Cc2ccccc2)CC1)C1CCCCC1	-1	7
Cn1c(C(=O)NCCCN2CCN(c3cccc(Cl)c3)CC2)cc2c(=O)n(C)c3ccccc3c21	11	13
Cc1cc(C)c2[nH]c(=O)c(CN(Cc3ccco3)C(=O)c3cccs3)cc2c1	x	7
COC(=O)c1cc(OC)cc(O)c1C(=O)c1c(O)cc(C)cc1O	x	-1

The list continues.
SMILES	RT RNaseH block	RmlCD inh mix
CCc1ccc(C2C(C#N)=C(N)SC(N)=C2C#N)s1	11	-47
COc1ccc(C(=O)NCCCc2nc3ccccc3n2Cc2ccccc2C)cc1OC	x	-11
COc1ccccc1NC(=O)C1=C(C)Nc2ncnn2C1c1cccs1 (configuration not stated)	-11	9
CC/C(C)=N/Nc1nc2sc3c(c2c(=O)[nH]1)CC(C)(C)OC3	x	4
Fc1ccc(N2CCN(c3ncnc4nc[nH]c34)CC2)cc1	x	-13
CC(NC(=O)Nc1ccc(F)cc1F)c1ccncc1 (configuration not stated)	1	5
C=CCOc1ccc(/C(O)=C2\C(=O)C(=O)N(CCOC)C2c2cccnc2)cc1 (configuration not stated)	-2	7
Cc1ccccc1NC(=S)NN1CCN(C)CC1	x	4
CCC1(C)Cc2ccccc2-c2nc(NCCO)n(-c3ccc(C)cc3)c(=O)c21 (configuration not stated)	x	-28
CC1(C)NC(=O)N(CC(O)CNC23CC4CC(CC(C4)C2)C3)C1=O (configuration not stated)	-10	7
CCC(=Nc1ccc2c(c1)CCC2)c1c(O)n(C2CCCCC2)c(=O)[nH]c1=O	0	-26
COc1cccc(-c2nc(CS(=O)CC(=O)NCc3ccc4c(c3)OCO4)c(C)o2)c1 (configuration not stated)	-6	-7
COc1ccc(Cn2nnnc2C(c2ccc(F)cc2)N2CCN(C3CCCC3)CC2)cc1 (configuration not stated)	3	-12
Cc1ccc(Sc2ccc(NC(=O)c3ccc(S(C)(=O)=O)cc3Cl)cc2)cc1	x	-9
Cc1cc(C(=O)Nc2cccc3ncccc23)no1	3	-6
